mIDH1 inhibitor – qHTS for Inhibitors of mutant isocitrate dehydrogenase 1 (IDH1): qHTS; IDH1-R132H enzyme, NADPH consumption, diaphorase/resazurin fluorescence; Potency, µM (titrated, usually from 76.6 µM), for the others: at the top dose activity change, negative = inhibition, actives largely listed as inhibitors; Isocitrate dehydrogenase [NADP] cytoplasmic (Homo sapiens), O75874; hit rate 0.093% among 390,000; also: potency is read from the fitted curve at half-maximal effect; % is scaled to controls: 0 for no effect and ±100 for the full control effect; nearly all actives have a fitted effect of over 65% in size
Target sequence (O75874 whole entry R132H, stated change not applied): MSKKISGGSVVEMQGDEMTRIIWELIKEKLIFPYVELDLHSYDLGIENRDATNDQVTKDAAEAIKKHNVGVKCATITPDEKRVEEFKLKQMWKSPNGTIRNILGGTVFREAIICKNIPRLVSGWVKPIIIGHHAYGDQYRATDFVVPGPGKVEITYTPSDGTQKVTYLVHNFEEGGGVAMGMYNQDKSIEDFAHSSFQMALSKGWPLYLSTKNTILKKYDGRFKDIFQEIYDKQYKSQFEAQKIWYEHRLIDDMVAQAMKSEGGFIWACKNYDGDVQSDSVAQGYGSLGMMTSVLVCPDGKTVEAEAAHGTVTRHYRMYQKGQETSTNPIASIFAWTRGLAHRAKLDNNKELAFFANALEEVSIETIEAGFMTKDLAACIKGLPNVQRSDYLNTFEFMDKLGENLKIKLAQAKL
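IDH1-R132H (0.5 ug/mL) preincubated 30 min with compound, then NADPH (0.016 mM) and alpha-KG (2 mM) added; 80 min at RT, pH 7.5. Remaining NADPH coupled via diaphorase/resazurin to fluorescence (540/590 nm); concentration-response curves normalized to no-enzyme control.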
TRHR ag – qHTS for Small Molecule Agonists and Allosteric Enhancers of Human TRH Receptor: Primary Screen for Agonists | Thyrotropin-releasing hormone receptor (Homo sapiens), P34981 | TRHR cells, calcium flux fluo-8, FDSS agonist mode | activation, % at 2 µM | hit rate 0.18% among 360,000; in the data active = activation above about 30%; also: 0% is about no effect
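TRHR-expressing cells, plated overnight in medium with 10% serum, were loaded with fluo-8 calcium dye at room temperature. After a 10 s baseline, library compound was pin-added and calcium release was recorded kinetically (ex 480/em 530) as agonist response.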
rTrxR1 inhibitor – qHTS Assay for Inhibitors of Mammalian Selenoprotein Thioredoxin Reductase 1 (TrxR1): qHTS. recombinant rTrxR1, NADPH fluorescence consumption, selenite substrate. Potency, µM (top dose mostly 114 µM), inactives show top-dose activity change, negative = inhibition, actives largely listed as inhibitors. hit rate 1% among 390,000; also: potency is read from the fitted curve at half-maximal effect; % is scaled to controls: 0 for no effect and ±100 for the full control effect; nearly all actives have a fitted effect of over 65% in size
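Rat TrxR1 (90 nM in the dispensed reagent) was pre-reduced with 400 uM NADPH for 5 min at room temperature, then incubated with compound for 15 min. After 400 uM selenite was added, NADPH fluorescence (Ex 340/Em 450 nm) was followed for 8 min.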
TRHR PAM – qHTS for Small Molecule Agonists and Allosteric Enhancers of Human TRH Receptor: Primary Screen for Enhancers | AID 493056, 2011 | hit rate 0.66% among 360,000 | enhancement, % at 2 µM | TRHR cells, fluo-8 calcium fluorescence, EC20 TRH enhancement | Thyrotropin-releasing hormone receptor (Homo sapiens), P34981; in the data active = enhancement above about 30%; also: 0% is about no effect
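TRHR-expressing cells loaded with fluo-8 calcium dye were read kinetically (ex 480/em 530) during compound addition, then stimulated with an EC20 of TRH (10 nM final). Enhancement of the Gq-mediated intracellular calcium response was scored.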
D2 ag – HTS Assay for Allosteric Agonists of the Human D2 Dopamine Receptor: Primary Screen for Agonists; D(2) dopamine receptor (Homo sapiens), P14416; HEK293 T-REx D2 cells, calcium flux agonist mode; activation, % at 2 µM; hit rate 0.53% among 340,000;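 active = activation over 3 SD above normal in the single-dose calcium agonist read, cut at about 30% in these data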; also: 0% is about no effect
Target sequence (P14416 whole entry, looked up): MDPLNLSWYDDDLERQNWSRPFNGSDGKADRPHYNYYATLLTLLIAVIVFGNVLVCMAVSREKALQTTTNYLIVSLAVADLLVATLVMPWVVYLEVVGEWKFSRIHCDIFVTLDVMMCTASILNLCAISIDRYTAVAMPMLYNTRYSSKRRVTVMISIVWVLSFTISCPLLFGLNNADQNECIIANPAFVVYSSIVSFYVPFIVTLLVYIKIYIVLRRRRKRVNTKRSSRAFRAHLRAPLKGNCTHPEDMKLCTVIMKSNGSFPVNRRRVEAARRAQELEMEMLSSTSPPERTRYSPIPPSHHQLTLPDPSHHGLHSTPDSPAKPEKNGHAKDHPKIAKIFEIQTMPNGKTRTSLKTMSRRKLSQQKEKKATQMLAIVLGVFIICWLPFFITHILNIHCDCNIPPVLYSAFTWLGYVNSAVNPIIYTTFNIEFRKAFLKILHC
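Agonism scored from kinetic calcium signal (1 read/sec, 180 s) following compound pin transfer, after a 10 s baseline. Cells: HEK293 Trex line expressing inducible D2 receptor coupled to calcium, dye-loaded after overnight culture at 30 C.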
PI4K2A block – qHTS for small molecular inhibitors of PI4K2A; hit rate 0.13% among 420,000; purified PI4K2A, ADP-Glo luminescence, 1 h; active compounds read low; AID 1346378, 2018; Phosphatidylinositol 4-kinase type 2-alpha (Homo sapiens), Q9BTU6; activity change, negative = inhibition, % at 76.9 µM; in the data active = activity change below about -50%; inconclusive = mostly about -30% to -49%;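 also: -100% = wells without enzyme as full effect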
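In this quantitative HTS, ADP production by PI4K2A was quantified luminescently after 1 h at ambient temperature; 100 microM adenosine served as plate-quality control.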
D2 antag – HTS Assay for Allosteric Antagonists of the Human D2 Dopamine Receptor: Primary Screen for Antagonists; HEK293 TREx D2 cells, calcium flux, dopamine EC80; inhibition, % at 10 µM; D(2) dopamine receptor (Homo sapiens), P14416; AID 485344, 2010; hit rate 2% among 340,000; in the data active = inhibition above about 30%; also: 0% is about no effect
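Tetracycline-induced HEK293 T-REx cells expressing D2 force-coupled to calcium signalling were dye-loaded, exposed to compound for 180 s, then challenged with an EC80 of dopamine; calcium flux was followed kinetically for a further 180 s.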
USP1-UAF1 inh – Inhibitors of USP1/UAF1: Primary Screen; Ubiquitin carboxyl-terminal hydrolase 1 (Homo sapiens), O94782; recombinant USP1/UAF1, Ub-Rhodamine cleavage fluorescence; Potency, µM (series often up to 57.1 µM), inactives show top-dose activity change, negative = inhibition, actives largely listed as inhibitors; hit rate 0.23% among 390,000; also: potency is read from the fitted curve at half-maximal effect; % is scaled to controls: 0 for no effect and ±100 for the full control effect; nearly all actives have a fitted effect of over 60% in size; inactives centre near -12
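Step one: compound is pinned into 1nM USP1/UAF1 in HEPES pH 7.8 buffer with TCEP. Step two: 15 min room-temperature incubation. Step three: Ub-Rho (150nM final) starts cleavage, tracked by fluorescence over six one-minute reads.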
TrxR1 substrate – qHTS Assay for Substrates of Mammalian Selenoprotein Thioredoxin Reductase 1 (TrxR1): qHTS; Thioredoxin reductase 1, cytoplasmic (Rattus norvegicus), O89049; purified TrxR1 substrate turnover, NADPH consumption readout; Potency, µM (top dose mostly 114 µM), for the others: top-dose activity change, negative = substrate turnover; hit rate 0.01% among 390,000; AID 588456, 2011; also: potency is read from the fitted curve at half-maximal effect; % is scaled to controls: 0 for no effect and ±100 for the full control effect; nearly all actives have a fitted effect of over 50% in size
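Rat TrxR1, dispensed at 90 nM, was prereduced with 400 uM NADPH (final) for 5 min at ~22 deg C, then incubated with compound 15 min before 400 uM selenite. A first-read NADPH fluorescence drop versus no-compound background flagged substrates.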
An asterisk follows results filed as active; ? = inconclusive; . = no result given; [ ] = dose if it differs, or a comment. Unless noted, calls follow the shape of the dose curve; as a rule, active = well fitted inhibition curve with a large enough effect; inconclusive = small, poorly fitted or top-dose-only effect; inactive = no such curve, though single readings can be large or run the other way.

compound,PI4K2A block,TRHR PAM,mIDH1 inhibitor,D2 ag,TrxR1 substrate,D2 antag,USP1-UAF1 inh,TRHR ag,rTrxR1 inhibitor
CCOc1ccc(CCNC(=O)c2ccc(=O)[nH]c2)cc1OCC,-5,-1,3%,-1.4,4%,1,?,0.2,15%
COc1ccc(-c2ccnc3c(C#N)cnn23)cc1,-6,-14,8%,-1.5,162%[activator][57.1 µM],-6,3%,-1.3,13%[57.1 µM]
Cc1cccc(CNC(=O)c2ccc(N3Cc4ccccc4Oc4ncccc43)s2)c1,1,8,1%,0.5,30%[activator][57.1 µM],.,-6%,0.4,49%[activator][57.1 µM]
Cn1c(=O)oc2cc(S(=O)(=O)NCc3ccc(F)cc3)ccc21,-1,-10,2%,1.5,3%,-3,-18%,2.8,0%
CSc1nc(N)nc2c1ncn2CC(=O)NCCNc1ccc([N+](=O)[O-])cn1,1,.,-1%,.,-8%,.,-25%,.,2%
CCN1CCN(C(=S)Nc2cccc(C(F)(F)F)c2)CC1,-1,1,4%,.,4%[57.1 µM],.,-11%,0.3,-26%[57.1 µM]
CCCC1=Nc2cc(C(=O)NCc3ccccc3)ccc2Sc2ccccc21,2,1,20%,0.9,-7%,.,?,1.8,12%
Cc1ccccc1-c1nc2sc(-c3ccccc3)cc2c(=O)o1,3,-1,3%,.,5%,10,-21%,0.1,11%
Cc1cc2c(OCC(O)CNCc3ccco3)cccc2[nH]1 (centres undefined),-12,-14,0%,-0.5,-7%,-4,-9%,0.1,3%
Cc1ccccc1NC(=O)c1c(-c2ccccc2)noc1C,0,-6,0%,-0.3,-5%,2,-16%,-1.2,-9%
Cc1cc(C)c2c(CC(=O)NN(C)C)coc2c1,-1,-5,-3%,-0.2,-6%,-3,-2%,0.0,14%
CN(C(=O)COC(=O)c1nc(Cl)c(Cl)c(Cl)c1Cl)C1CCS(=O)(=O)C1 (centres undefined),-10,14,-1%,-0.7,8%[57.1 µM],9,-21%,-0.2,14µM*
COc1ccc(-c2ccc(/C=N/N3C(=O)C4C5C=CC(C6CC56)C4C3=O)o2)c([N+](=O)[O-])c1 (centres undefined),1,3,2%,-1.2,3%,-5,-19%,0.1,11%
COc1cccc(NC(=O)CCc2nc3c(C)nn(-c4ccc(C)cc4)c3n(C)c2=O)c1,1,1,-14%,0.9,1%[57.1 µM],.,2%,0.9,17%[57.1 µM]
CCOC(=O)c1ccc(NC(=O)CS(=O)(=O)Cc2nc(-c3ccc(C)cc3)oc2C)cc1,-1,10,-21%,0.5,-9%,.,3%,0.8,-1%
COc1ccc(C(=O)NCCN=C2NS(=O)(=O)c3ccccc32)cc1,3,17,7%,-0.4,3%,15,2%,0.0,8%
N#CC(=C1SC=CS1)c1nc(-c2ccccc2)cs1,2,-15,1%,1.4,-1%,-15,-23%,0.4,-22%
CCCC(C1=C(O)CC(C)(C)CC1=O)C1C(=O)CC(C)(C)CC1=O (centres undefined),-4,4,-1%,-0.1,1%,10,-14%,0.3,?
COc1cc(/C=C/c2ccc3cccc(O)c3n2)ccc1O,-1,4,17%,-0.8,-2%[57.1 µM],-10,?,2.8,2%[2.29 µM]
CCOc1ccc(-n2c(-c3ccco3)n[nH]c2=S)cc1,0,-11,2%,-0.1,8%[57.1 µM],14,-13%,2.6,-20%[57.1 µM]
Cc1ccc(N(CC(=O)Nc2cccc(N(C)S(C)(=O)=O)c2)S(C)(=O)=O)cc1,-2,-8,6%,0.0,-1%,2,-16%,0.6,-2%
CC1CCN(S(=O)(=O)c2ccc(NC(=O)CN3C(=O)NC(C)(c4ccccc4)C3=O)cc2)CC1 (centres undefined),0,-5,-7%,.,-7%,.,-7%,1.1,19%
CCOc1nc(C)ccc1-c1noc(-c2ccccc2OC)n1,3,2,7%,-0.3,10%,-9,-14%,0.5,16%
CCC(=O)Oc1ccc(C2Nc3ccccc3-c3nnc(SC)nc3O2)cc1 (centres undefined),-2,-7,0%,0.2,-6%,.,-16%,0.4,-27%
Cc1nc2ccc(NC(=O)N3CCN(c4ccccn4)CC3)cc2s1,3,0,0%,7.7,13%[57.1 µM],-12,1%,0.2,-13%
O=C(CN1CCCCC1)NNC(=O)c1cccc(Br)c1,-1,-1,0%,1.6,-7%[57.1 µM],5,-2%,0.5,-11%[57.1 µM]
O=C(NCCCNC(=O)c1ccccc1F)c1ccco1,4,15,11%,0.6,0%,-23,-9%,-0.3,5%
O=C(NC1=NCCS1)c1cccc(S(=O)(=O)N2CCCCC2)c1,.,21,.,0.8,.,-3,.,0.2,.
O=C(NCCc1ccccc1)C1CCN(Cc2ccccc2F)CC1,3,2,5%,0.7,2%,-7,5%,0.6,10%
CC(C)(Oc1ccc(Cl)cc1)C(=O)Nc1nnc2n1CCS2,4,0,-9%,.,0%[57.1 µM],.,-8%,0.1,21%[57.1 µM]

Ordered by heavy-atom count (highest first): some entries from above.
compound,PI4K2A block,TRHR PAM,mIDH1 inhibitor,D2 ag,TrxR1 substrate,D2 antag,USP1-UAF1 inh,TRHR ag,rTrxR1 inhibitor
O=C(NCCc1ccccc1)C1CCN(Cc2ccccc2F)CC1,3,2,5%,0.7,2%,-7,5%,0.6,10%
CCOc1ccc(CCNC(=O)c2ccc(=O)[nH]c2)cc1OCC,-5,-1,3%,-1.4,4%,1,?,0.2,15%
Cn1c(=O)oc2cc(S(=O)(=O)NCc3ccc(F)cc3)ccc21,-1,-10,2%,1.5,3%,-3,-18%,2.8,0%
O=C(NCCCNC(=O)c1ccccc1F)c1ccco1,4,15,11%,0.6,0%,-23,-9%,-0.3,5%

Other structures
compound,PI4K2A block,TRHR PAM,mIDH1 inhibitor,D2 ag,TrxR1 substrate,D2 antag,USP1-UAF1 inh,TRHR ag,rTrxR1 inhibitor
Cc1ccc2[nH]c(CNC(=O)c3ccccc3F)cc2c1,4,-1,12%,0.2,-13%,-5,-9%,0.4,20%[57.1 µM]
CCOC(=O)C1Nc2ccc(C(=O)O)cc2C2C=CCC12 (centres undefined),-22,16,6%,-0.4,-1%,4,18µM*,0.5,11µM*
COc1ccccc1NC(=O)NS(=O)(=O)c1ccc(C)cc1,1,3,8%,-0.3,0%,5,-19%,0.3,-7%
Cc1cccc(-[n+]2c(C)cc(C)c3c(=O)[nH]c(=O)[nH]c32)c1,-8,-8,0%,0.4,.,0,-1%,1.6,123%[activator]
CC(=O)N1CCCc2cc(S(=O)(=O)N3CCN(c4ccccn4)CC3)ccc21,-1,-7,1%,-2.6,8%,2,-9%,-0.5,2%
NC(=O)C1(C(N)=O)OC1c1ccc(Cl)c(Cl)c1 (centres undefined),0,-2,2%,-0.3,13%,-1,-25%,0.1,32%
CC(C)NC(=O)NC(=O)COC(=O)c1c2c(nc3ccccc13)CCC2,-2,0,2%,-1.2,10%[57.1 µM],7,-8%,0.0,14%[57.1 µM]
CCO[C@@H]1OC(C(=O)N2CCN(Cc3ccc4c(c3)OCO4)CC2)=C[C@H](c2csc3ccccc23)[C@H]1CCCO,-3,-6,1%[38.3 µM],0.8,-2%,0,-18%,0.9,-19%
Cc1ccc(-c2nc(Nc3ccc(N4CCOCC4)cc3)c3ccccc3n2)cc1,-1,-4,7%,.,-2%[57.1 µM],.,?,-0.1,0%[57.1 µM]

Record cards (already shown). Screens in order: PI4K2A block | TRHR PAM | mIDH1 inhibitor | D2 ag | TrxR1 substrate | D2 antag | USP1-UAF1 inh | TRHR ag | rTrxR1 inhibitor
Cc1cccc(-[n+]2c(C)cc(C)c3c(=O)[nH]c(=O)[nH]c32)c1 as listed: -8 | -8 | 0% | 0.4 | . | 0 | -1% | 1.6 | 123%[activator]
NC(=O)C1(C(N)=O)OC1c1ccc(Cl)c(Cl)c1 (centres undefined) as listed: 0 | -2 | 2% | -0.3 | 13% | -1 | -25% | 0.1 | 32%
